MazF activator: activators of E. coli MazEF toxin-antitoxin RNase; activation, % at 20 µM; P0AE70; FAM/BHQ RNA-DNA oligo cleavage fluorescence, 5 h; AID 504720; 0.32% of 350,000 active; in the data active = activation above about 50%
Target sequence (P0AE70 whole entry, looked up): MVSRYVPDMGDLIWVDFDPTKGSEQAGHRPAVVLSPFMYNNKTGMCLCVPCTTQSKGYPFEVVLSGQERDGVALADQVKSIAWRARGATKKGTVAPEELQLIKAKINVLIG
BoNT F protease: BoNT F light chain protease inhibition; AID 588497; Multiplex microsphere protease cleavage assay, flow cytometry; 0.22% of 360,000 active; inhibition, % at 10 µM; in the data active = inhibition above about 35%, passing the limit was not always enough; inconclusive = no clear call, values can overlap the other calls; also: plate controls were buffer without enzyme for full effect and enzyme alone for no effect
FadD28 binding: blocks FadD28 binding to the bisubstrate probe; 0.22% of 360,000 active; AID 588549; inhibition, % at 12.5 µM; fluorescence polarization; in the data active = inhibition above about 8.5%, passing the limit was not always enough; inconclusive = no clear call, values can overlap the other calls
Rv3671c protease: inhibitors of M. tuberculosis serine protease Rv3671c. P9WHR9. inhibition, % at 5.96 µM. 0.048% of 320,000 active; in the data active = inhibition above about 38%;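 also: extracellular domain of Rv3671c used as enzyme; 0% = enzyme with DMSO and 100% = no enzyme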
Target sequence (P9WHR9 whole entry, looked up, the tested form may be a part): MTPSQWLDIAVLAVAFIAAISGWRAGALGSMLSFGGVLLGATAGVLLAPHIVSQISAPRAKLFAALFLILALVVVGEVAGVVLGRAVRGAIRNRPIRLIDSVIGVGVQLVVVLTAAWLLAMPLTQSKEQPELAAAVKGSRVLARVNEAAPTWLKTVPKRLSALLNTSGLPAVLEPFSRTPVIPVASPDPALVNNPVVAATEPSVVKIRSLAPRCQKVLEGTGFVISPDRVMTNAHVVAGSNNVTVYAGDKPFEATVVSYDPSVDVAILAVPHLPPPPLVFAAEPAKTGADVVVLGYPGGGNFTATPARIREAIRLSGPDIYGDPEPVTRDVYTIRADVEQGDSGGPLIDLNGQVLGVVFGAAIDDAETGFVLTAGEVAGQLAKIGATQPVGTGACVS
Mtb FBA inh: inhibitors of M. tuberculosis fructose-bisphosphate aldolase | purified M. tuberculosis FBA, fluorescence read-out | inhibition, % at 1 µM | AID 588726 | 2.3% of 360,000 active | P9WQA3; in the data active = inhibition above about 27%;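 also: 0% = vehicle and 100% = reference inhibitor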
Mtb BioA inh: BioA (M. tuberculosis) enzyme inhibition. purified M. tuberculosis BioA enzyme, plate reader. inhibition, % at 9.99 µM. 0.096% of 360,000 active. AID 602481; in the data active = inhibition above about 40%; inconclusive = no clear call, values can overlap the other calls
Mtb UGM inh: inhibitors of M. tuberculosis UDP-galactopyranose mutase. P9WIQ1. purified UGM, fluorescence polarization probe displacement. inhibition, % at 10 µM. 0.06% of 320,000 active. AID 504406; in the data active = inhibition above about 10%, passing the limit was not always enough; inconclusive = no clear call, values can overlap the other calls
Target sequence (P9WIQ1 whole entry, looked up): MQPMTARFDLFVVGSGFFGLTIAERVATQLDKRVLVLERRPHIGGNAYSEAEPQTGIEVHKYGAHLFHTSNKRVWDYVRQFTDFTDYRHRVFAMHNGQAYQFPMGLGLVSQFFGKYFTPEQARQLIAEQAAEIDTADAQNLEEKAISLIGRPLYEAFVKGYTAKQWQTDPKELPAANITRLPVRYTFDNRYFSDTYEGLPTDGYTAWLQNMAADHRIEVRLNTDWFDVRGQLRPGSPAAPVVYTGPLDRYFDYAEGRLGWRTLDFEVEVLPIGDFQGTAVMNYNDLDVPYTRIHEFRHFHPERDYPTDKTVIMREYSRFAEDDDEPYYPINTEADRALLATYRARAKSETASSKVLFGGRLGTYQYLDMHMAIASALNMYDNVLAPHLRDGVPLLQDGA
GDH-TPI inh: inhibits GDH-TPI coupling enzymes, artifact for Mtb FBA screen; GDH-TPI coupled enzyme counterscreen, NADH absorbance; inhibition, % at 4.8 µM; 1.2% of 360,000 active; in the data active = inhibition above about 30%;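 also: 0% = DMSO wells and 100% = wells lacking the enzyme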
PrPC surface inh: inhibitors of human cell surface prion protein PrPC; TR-FRET read-out; AID 720596; inhibition, % at 13.8 µM; 0.43% of 370,000 active; in the data active = inhibition above about 24%; also: 0% = median of the test wells and 100% = reference compound wells
Numbers without * were called inactive; u = inconclusive; x = no result given; + = active, no number; & = joins results of further samples.

SMILES	MazF activator	BoNT F protease	FadD28 binding	Rv3671c protease	Mtb FBA inh	Mtb BioA inh	Mtb UGM inh	GDH-TPI inh	PrPC surface inh
O=C(c1ccc(F)cc1)C1CCN(Cc2ccccc2F)CC1	2	2	-2.8	x	-2	0.1	x	-1	-2
CC(C)Cn1nc(C(=O)NCc2ccccc2CN2CCCC2)c2ccccc2c1=O	7	8	-0.3	-5	-1	-0.8	2.0	4	-4
COc1cccc(NC(=O)CN(C)C(=O)CC(NC(=O)c2ccccc2Cl)c2ccccc2)c1 (stereo not given)	0	-9	-2.2	-10	0	1.3	-1.1	-3	-3
CC(C)[C@H](CN1CCC[C@H]1CN1C(N)=NC[C@@H]1Cc1ccccc1)N1C[C@@H](Cc2ccccc2)N(CCc2ccc(Cl)c(Cl)c2)C1=N	-32	-40	-11	-7	2	0.2	1.9	6	x
COc1ccc(N2CCN(S(=O)(=O)c3cn(C)cn3)CC2)cc1	-2	2	-1.2	-3	3	-2.0	2.2	5	11
Cn1c(C2=C(O)CN(c3ccccc3)C2=N)nc2ccccc21	5	-4	0.5	4	3	x	-0.4	1	4
O=C1NC2(CCc3ccccc32)C(=O)N1CCOc1ccc(Cl)cc1 (stereo not given)	-13	1	0.2	1	-5	3.8	1.0	1	-11
COc1cc(/C=C/C(=O)Nc2nc3ccc(S(=O)(=O)NC(C)C)cc3s2)cc(OC)c1OC	3	1	-3.9	-35	8	x	-0.8	13	8
c1coc(-c2nnc(NC3=NCCC3)o2)c1	11	-8	0.4	0	-5	0.9	1.9	15	-6
Cc1cc(-c2csc(NC(=O)c3ccccc3C(F)(F)F)n2)c(C)n1Cc1ccccc1	6	-2	-1.5	-2	0	-1.6	0.8	6	0
Cc1ccc(S(=O)(=O)C=CS(=O)(=O)c2ccc(C)cc2)cc1	-15	-1	-1.4	x	1	0.3	x	5	0
CN(C(=O)c1cc2c(s1)-c1ccccc1S(=O)(=O)C2)c1ccccc1	-10	-2	-0.7	-2	0	0.8	-0.8	26	-2
CN(C)CCCN(C(=O)c1ccc(C(=O)c2ccccc2)cc1)c1nc2ccc(F)cc2s1	11	-8	-5.0	3	1	3.6	2.1	10	-5&-21
CCOC(=O)c1oc2ccccc2c1COC(=O)CNC(=O)c1cc(OC)c(OC)c(OC)c1	3	-13	-2.6	-4	7	x	0.1	-1	2
CC(=O)c1ccc(NC(=O)N2CCCC(C(=O)c3ccc4c(c3)OCO4)C2)cc1 (stereo not given)	-6	2	-1.6	4	0	9.6	1.8	8	3
CC(=O)Nc1cccc(-c2nnc(-c3ccccc3)o2)c1	21	8	-5.5	-6	-9	0.2	4.6	-3	8
C[C@H]1CN([C@@H](C)CO)C(=O)CCCn2nncc2CO[C@H]1CN(C)C(=O)NC1CCCCC1	12	-2	0.0	x	1	-0.9	x	0	9
N#C/C=C/N1CCN(Cc2ccc3c(c2)OCO3)CC1	2	-26	-4.3	-5	0	0.9	-2.3	-5	-4
O=C(COC(=O)CNS(=O)(=O)c1ccccc1)NC12CC3CC(CC(C3)C1)C2	-37	-1	-0.4	-2	8	x	1.5	3	4
O=C(NC1CCCc2c1cnn2-c1ccc(F)cc1F)c1ccccn1 (stereo not given)	-17	-1	-4.0	-5	-3	x	3.4	5	5

Continued; the last two above are carried over.
SMILES	MazF activator	BoNT F protease	FadD28 binding	Rv3671c protease	Mtb FBA inh	Mtb BioA inh	Mtb UGM inh	GDH-TPI inh	PrPC surface inh
O=C(COC(=O)CNS(=O)(=O)c1ccccc1)NC12CC3CC(CC(C3)C1)C2	-37	-1	-0.4	-2	8	x	1.5	3	4
O=C(NC1CCCc2c1cnn2-c1ccc(F)cc1F)c1ccccn1 (stereo not given)	-17	-1	-4.0	-5	-3	x	3.4	5	5
O=C(Oc1ccc2ccc(OC(=O)N3CCCCCC3)cc2c1)N1CCCCCC1	-6	-1	1.6	3	3	x	0.6	-3	-3
Cc1cc(NC2C3CC4CC(C3)CC2C4)n2nnnc2n1 (stereo not given)	-1	5	1.7	-2	0	-0.5	0.1	18	-4
COc1ccccc1N1CCN(CC(=O)Nc2ccc(C)c(F)c2)CC1	-1	1	-0.6	18	1	14	6.9	11	-3
O=C(c1cc2c(s1)-c1ccccc1OC2)N1CCCC1	-4	-3	-0.4	-3	+	1.0	0.2	27	1
O=C(N/N=C/c1cccc(OC(=O)c2ccccc2Cl)c1)c1cccnc1	0	-2	-22	-13	2	50*	1.9	8	4
Cc1ccc(/C=N/NC(=O)Cn2cnc3c2c(=O)n(C)c(=O)n3C)s1	1	2	-3.0	-2	-1	x	-2.3	16	-6
Cc1nc(C)n(CC(C)C(=O)N2CCN(S(=O)(=O)c3ccc(Cl)cc3)CC2)n1 (stereo not given)	-5	0	x	-1	-5	-0.2	1.3	6	4
O=C(C[n+]1ccccc1)N/N=C/c1ccc(Cl)cc1	5	x	-1.1	-8	-1	0.0	-1.5	0	2
COc1cc(SC)ccc1C(=O)NCCCn1ccnc1	2	-3	-1.6	-8	-3	1.4	2.4	5	1
CN(C)S(=O)(=O)c1cccc(-c2nnc(SCCNCCO)n2-c2ccc(F)cc2)c1	-14	2	0.5	-7	2	2.3	1.3	8	-1
CCN(CC)S(=O)(=O)c1cccc(C(=O)N[C@H](C(=O)OCC(=O)NC(=O)NC)C(C)C)c1	3	7	-0.2	-3	2	-1.9	-2.0	14	4
COc1ccccc1CCNS(=O)(=O)c1cn(C)nc1C	4	x	-0.3	-5	4	0.2	-3.2	3	6
CCOC(=O)c1cc(C)sc1NC(=S)Nc1ccccc1	5	0	-1.8	-3	-2	-0.7	-0.7	16	-2
CCCCOc1ccc(C(=S)N2CCC(C(N)=O)CC2)cc1	12	-6	-1.6	-5	-1	x	-1.6	2	5
N#Cc1ccc(OCC(=O)NC(=O)NC2CCS(=O)(=O)C2)cc1 (stereo not given)	2	x	0.6	4	3	-1.3	-2.6	1	6
Clc1ccc(-[n+]2c(-c3cccc(Br)c3)[nH]c3nc4ccccc4nc32)cc1	-28	u	-0.6	5	3	1.8	-2.2	-8	3
CCCc1[nH]nc2c1C1(CCOC1C)C(C#N)=C(N)O2 (stereo not given)	8	13	-0.3	2	4	0.2	-2.1	3	0
COc1ccc(NS(=O)(=O)c2cccc(C(=O)NNC(=O)CNC(=O)c3ccccc3)c2)cc1	-14	-17	-0.2	-8	2	-0.9	-3.6	-6	-3
CCOc1ccc(-n2c(SCC(=O)Nc3ccc(OC)cc3)nc3c(c2=O)SCC3)cc1	3	-4	-2.6	-1	-2	x	-1.2	9	-4
O=C(CCC(=O)Nc1cccc([N+](=O)[O-])c1)NCc1ccccc1	7	1	-4.6	0	-1	0.7	-3.5	-1	-13
Cc1onc(-c2ccccc2)c1C(=O)N1CCCN(C(=O)c2c(-c3ccccc3)noc2C)CC1	0	-9	-0.6	4	0	10	0.3	3	0
CC(=O)c1ccccc1OCC(O)CN1CCN(C(c2ccccc2)c2ccccc2)CC1 (stereo not given)	-6	23	-2.1	-6	3	0.2	1.2	6	-4
CCOC(=O)C1CCCN(c2c(N3CCOCC3)c(=O)c2=O)C1 (stereo not given)	6	-12	-0.5	-2	1	5.3	-0.7	9	5
CCOc1ccccc1NC(=O)C1CCN(C(=O)c2cccs2)CC1	8	3	-0.4	1	7	x	-1.5	1	8
CCn1c(NC2CCCCC2)nc2ccccc21	3	-10	-1.6	5	4	-0.9	1.1	0	-12
C=CCNS(=O)(=O)CC12CCC(CC1=O)C2(C)C (stereo not given)	0	1	-3.8	2	-10	-0.4	1.6	8	1
O=C(NCc1cccs1)C(=O)NCC(c1ccco1)N1CCN(c2ccccc2)CC1 (stereo not given)	11	3	-3.7	-3	3	x	-1.3	-1	7
O=S(=O)(c1ccc2c(c1)OCCO2)N1CCC(n2nnc3cc(F)ccc32)CC1	-1	-4	-5.7	7	-1	0.6	-1.4	-4	1
Brc1ccc(-c2n(-c3ccccn3)c3ccccc3[n+]2-c2ccccn2)cc1	-107	6	-4.5	0	-7	1.8	-0.5	-19	12
O=C(NCC(=O)N1CCN(S(=O)(=O)c2ccc3c(c2)OCCO3)CC1)c1ccccc1F	-3	-3	-2.1	6	2	1.1	-0.1	-1	-3
Cc1nnc(SCc2ccc(Cl)c(Cl)c2)s1	-1	-4	-1.7	-2	2	x	-0.7	5	7
CC1CC(C)CN(CCCNC(=O)CC2Oc3ccccc3NC2=O)C1 (stereo not given)	-5	-8	-2.0	-4	-2	-0.5	1.3	9	-2
Cc1cc(C)n(-c2ccc3nncn3n2)n1	7	-1	-3.8	7	0	x	-0.8	-2	0
Cc1cc(Cl)ccc1N=C1N=C(N)c2ccccc21	-13	-10	-2.5	1	-1	x	-0.5	7	13
CC(C)CC1(C)N=C(c2ccccc2)C(=S)N1 (stereo not given)	-6	-1	-2.7	7	-2	0.1	-1.8	19	-5
CCn1cc(S(=O)(=O)N2CCN(Cc3cccc(Cl)c3)CC2)cn1	-4	-5	-1.7	0	9	x	2.5	0	-6
O=C(Nc1cccc(O)c1)c1ccc(NC(=O)c2cccs2)cc1	0	-2	0.4	-21	-1	-0.6	-3.9	9	19
Cc1noc(NS(=O)(=O)c2ccc(N3Cc4ccccc4C3=O)cc2)c1C	-4	2	0.1	7	-1	-1.7	0.0	3	0
Cc1cccc(S(=O)(=O)Nc2cc(Cl)ccc2N2CCOCC2)c1	-3	-15	-4.6	2	-1	-1.5	-1.1	3	-6
Cc1cccc(C)c1-n1c(C)cc(/C=N\NC(=O)CC(=O)NC2CCCCC2)c1C	-7	-4	0.2	-5	-3	x	4.2	10	7
CCCCn1nc(C(=O)Nc2cc(C(F)(F)F)ccc2N2CCOCC2)ccc1=O	-10	1	-4.6	-13	-1	-1.6	1.3	-2	2
CCOC(=O)C1C(=O)C(=O)N(C2CCCCC2)C1C(=O)OCC (stereo not given)	2	-1	-4.3	x	1	0.8	x	-9	8

Whole records as entered above. Order of screens: MazF activator	BoNT F protease	FadD28 binding	Rv3671c protease	Mtb FBA inh	Mtb BioA inh	Mtb UGM inh	GDH-TPI inh	PrPC surface inh
`Cc1noc(NS(=O)(=O)c2ccc(N3Cc4ccccc4C3=O)cc2)c1C` reads -4	2	0.1	7	-1	-1.7	0.0	3	0
`CCOC(=O)C1CCCN(c2c(N3CCOCC3)c(=O)c2=O)C1` (stereo not given) reads 6	-12	-0.5	-2	1	5.3	-0.7	9	5
`Cc1cccc(S(=O)(=O)Nc2cc(Cl)ccc2N2CCOCC2)c1` reads -3	-15	-4.6	2	-1	-1.5	-1.1	3	-6
`CCn1cc(S(=O)(=O)N2CCN(Cc3cccc(Cl)c3)CC2)cn1` reads -4	-5	-1.7	0	9	x	2.5	0	-6

3 entries from above in another layout:
CCCCn1nc(C(=O)Nc2cc(C(F)(F)F)ccc2N2CCOCC2)ccc1=O
  MazF activator: -10 | BoNT F protease: 1 | FadD28 binding: -4.6 | Rv3671c protease: -13 | Mtb FBA inh: -1 | Mtb BioA inh: -1.6 | Mtb UGM inh: 1.3 | GDH-TPI inh: -2 | PrPC surface inh: 2

Cc1onc(-c2ccccc2)c1C(=O)N1CCCN(C(=O)c2c(-c3ccccc3)noc2C)CC1
  MazF activator: 0 | BoNT F protease: -9 | FadD28 binding: -0.6 | Rv3671c protease: 4 | Mtb FBA inh: 0 | Mtb BioA inh: 10 | Mtb UGM inh: 0.3 | GDH-TPI inh: 3 | PrPC surface inh: 0

CCOc1ccccc1NC(=O)C1CCN(C(=O)c2cccs2)CC1
  MazF activator: 8 | BoNT F protease: 3 | FadD28 binding: -0.4 | Rv3671c protease: 1 | Mtb FBA inh: 7 | Mtb BioA inh: x | Mtb UGM inh: -1.5 | GDH-TPI inh: 1 | PrPC surface inh: 8

Bioassay records deposited in PubChem by several laboratories.

Rows were taken by chance. Share with any hit: about 4.8%.
